# pAkt inh = inhibitors of Akt phosphorylation. hit rate 0.32% among 360,000. activity change, % for hits at 50 µM. Neuro2A IGF-stimulated pAkt S473 HTRF, 20 min; hits give low values; in the data active = activity change below about -80%; inconclusive = mostly about -51% to -80%; note: % is set by controls: 0 for no effect and ±100 for the full control effect
#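 Single-point screen (50 µM final compound) in Neuro2A cells stimulated 20 min with 6 nM IGF at 37 deg C. After lysis, Ser473-phosphorylated Akt read by HTRF (ex 330 nm, em 615/665 nm) as the 665/615 ratio.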
# Nrf2 activator = Nrf2 pathway activation; AREc32 ARE-luciferase reporter (MCF7-derived line), luminescence, 24 h; Potency, µM (titrated, usually from 46.1 µM), without a hit: top-dose activation, hits mostly activators; hit rate 0.31% among 410,000; AID 624171; note: potency is the fitted concentration of half-maximal effect; % of control where 0% means no effect; nearly all actives have a fitted effect of over 65% in size
#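 AREc32 cells carrying an ARE-driven firefly luciferase reporter were seeded at 1000 cells/well in OPTI-MEM with 5% FBS, then exposed to compound for 24 hr at 37 deg C. Luminescence was read with Steady-Glo after 30 min at RT.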
# Abeta rescue = A-beta toxicity reversal in yeast. yeast expressing A-beta42, growth rescue, OD600, 48 h; response scale: 0% DMSO, 100% iron-clioquinol control. Potency, µM (highest dose often 46.1 µM), for inactives: at the highest dose growth rescue, hits mostly activators. hit rate 0.063% among 410,000; note: potency is the fitted concentration of half-maximal effect; nearly all actives have a fitted effect of over 55% in size
#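 Growth rescue measured by 600 nm absorbance after 48 h yeast culture at 30 C with compound. Values normalized between DMSO and an equimolar ferric chloride plus clioquinol control.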
# A549 tox = kills or reduces viability of A549 cells in Nrf2 counter-screen. A549 ARE-Fluc cells, CellTiter-Fluor viability, 18-24 h. Potency, µM (doses to about 46 µM), for the others: at the highest dose activity change, negative = cytotoxicity, usual class: inhibitors. hit rate 0.16% among 390,000. AID 504648; note: potency is the fitted concentration of half-maximal effect; % is set by controls: 0 for no effect and ±100 for the full control effect
#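 A549 ARE-Fluc cells in 5% FBS OPTI-MEM, 5000 cells/well, rested 2 h then exposed to compounds in concentration-response for 18-24 h at 37 °C. Viability by CellTiter-Fluor fluorescence (Ex 405/Em 525) after 30 min; luciferase luminescence (BugLite, 15 min, RT) read afterwards.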
# HepG2 viability = kills HepG2 cells in TGF-b inhibitor counter-screen. hit rate 0.76% among 410,000. HepG2 CAGA-GFP viability, ATP luminescence, 18 h. Potency, µM (doses to about 46.1 µM), without a hit: top-dose activity change, negative = cytotoxicity, actives largely listed as cytotoxic; note: potency is the fitted concentration of half-maximal effect; some results filed as inactive show a strong effect at the top dose
#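 CellTiter-Glo luminescence gave cytotoxicity after 18 hours at 37 degrees C. The cells were HepG2 CAGA-GFP in 1% FBS DMEM, stimulated with 500 pg/mL TGF-beta after compound addition. %Activity was normalised to no-cell wells (complete cell-killing) and DMSO (no toxicity), and curves were fitted and classified.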
# TGFb SMAD3 inh = TGF-b pathway inhibition; HepG2 CAGA-GFP TGF-b/SMAD3 reporter, GFP fluorescence, 18 h; TGF-beta stimulated, 500 pg/mL final; Potency, µM (top dose mostly 46.1 µM), inactives show top-dose activity, negative = inhibition, usual class: inhibitors; hit rate 1.2% among 410,000; AID 588855; note: potency is the fitted concentration of half-maximal effect; % is set by controls: 0 for no effect and ±100 for the full control effect; nearly all actives have a fitted effect of over 65% in size
#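 TGF-beta reporter screen: HEPG2 CAGA-GFP, 1% FBS, 500 pg/mL TGF-beta final, 18 h; per-cell GFP summed per well; curves fitted and categorized by class.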
# Mm-Cpn inhibitor = M. maripaludis TRiC chaperonin inhibition; purified Mm-Cpn ATPase, ADP Transcreener TR-FRET; Potency, µM (top dose mostly 76.9 µM), for inactives: at the top dose activity, negative = inhibition, usual class: inhibitors; hit rate 0.031% among 330,000; note: potency is the fitted concentration of half-maximal effect; % is set by controls: 0 for no effect and ±100 for the full control effect; nearly all actives have a fitted effect of over 80% in size
#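 Eu-cryptate anti-ADP/ADP-d2 competition gives a ratio inversely related to ADP. Enzyme at 25 nM was pre-exposed to compound for 10 min, then given 10 uM ATP for 30 min, 37°C throughout.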
# Nrf2 inh = blocks Nrf2 signaling. Potency, µM (titrated, usually from 46 µM), for inactives: at the top dose activity change, negative = inhibition, most hits filed as inhibitors. hit rate 2.1% among 360,000. A549 ARE-Fluc reporter, luciferase luminescence, 18-24 h. AID 504444; note: potency is the fitted concentration of half-maximal effect; % is set by controls: 0 for no effect and ±100 for the full control effect; nearly all actives have a fitted effect of over 60% in size
#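 Reporter: ARE-Fluc in A549. Exposure: 18-24 h, 37 °C, 5% CO2, 5% FBS OPTI-MEM. Readouts: fluorescent cytotoxicity (CellTiter-Fluor), then luminescent Nrf2 signal after BugLite.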
# CCT modulator = changes cytosolic chaperonin activity; purified chaperonin ATPase assay, HTRF ADP detection, 30 min; activity change, % (test concentration not listed), hits read low; hit rate 0.3% among 360,000; in the data active = activity change below about -30%; note: % is set by controls: 0 for no effect and ±100 for the full control effect
#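 Enzyme 40 or 20 nM (batch-dependent) in Tris pH 7.4/KCl/MgCl2/DTT; cpd 76 uM single point; ATP 10 uM; 30 min 37 °C; Transcreener ADP HTRF detection, 30 min RT; ratio 665/615.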
# An asterisk follows results filed as active; i = inactive; u = inconclusive; x = not tested or not shown; & = joins results of further samples; [ ] = dose if it differs, or a comment. Unless noted, calls come from the whole dose curve; as a rule, active = well fitted curve in the direction sought with a large enough effect; inconclusive = small, poorly fitted or top-dose-only effect, or another doubt; inactive = no such curve, though single readings can be large; an effect the other way counts as inactive or inconclusive.
# Sequence of screens – pAkt inh, Nrf2 activator, Abeta rescue, A549 tox, HepG2 viability, TGFb SMAD3 inh, Mm-Cpn inhibitor, Nrf2 inh, CCT modulator
CCN(CC)CCN=c1c(C)nc(C#N)c(N)n1O
 : i, -1.0%, 6%, x, -6%, -1%, x, x, -1.0
C=C1C(=O)[C@]23C[C@H]1CCC2[C@@]1(C)C(C[C@@H]3O)[C@](C)(C(=O)OC)CC[C@@H]1OC(C)=O (stereo partly drawn)
 : i, -4.7%, -79%[inhibitor], x, 5.6µM*, 1µM*, x, x, 1.2
N/C(=N\OC(=O)c1ccc(F)cc1)c1nonc1N
 : i, 3.4%, -18%, 11%, -4%, -10%, 2%, 13%, 1.8
COc1ccc(S(=O)(=O)N2CCCC2C(=O)NCC(=O)Nc2cccc(Cl)c2C)cc1 (stereo not drawn)
 : i, -0.1%, -14%, -2%, 0%, 0%, 1%, -1%, -21
O=C(Cc1ccccc1)Nc1ccc(NC(=O)C2CCCCC2)nc1
 : i, -0.8%, 4%, -1%, 5%, 12%, u, -11%, 0.2
CC(=O)Nc1ccc(C(=O)OCC(=O)Nc2ccccc2F)cc1
 : i, -0.2%, -1%, -2%, -3%, -6%, 1%, 12%, -3.9
COc1cccc(-c2nn(-c3ccccc3)cc2/C=C(\C#N)C(=O)NCCCn2ccnc2)c1
 : i, 5.2%, 2%, -2%, -24%, -2%, -1%, -14%, -1.0
CC(C)C[C@@]12C(=O)N(c3cccc(Br)c3)C(=O)N1[C@H](c1ccc(Cl)cc1)[C@@H]1C(=O)N(C3CCCCC3)C(=O)[C@@H]12
 : i, -0.3%, 1%, 0%, -2%, -5%, 1%, -5%, -2.0
COc1ccc(-c2nnc(SCc3ccccc3F)o2)cc1
 : i, -0.5%, 6%, 3%, -7%, -1%, 2%, x, 0.1
CCOC(=O)Cc1ccc(NC(=O)NC(C)c2c(-n3cccc3)sc(C)c2C)cc1 (stereo not drawn)
 : x, 7.1%, -2%, 1%, -35%, x, x, -21%, x
Cc1cccc(N2CCN(CC(=O)NCc3ccc(Cl)cc3)CC2)c1C
 : i, -0.8%[9.22 µM], 6%, 11%, -19%, u, -1%, 6%, 2.0
CNS(=O)(=O)c1cccc(C(=O)OCC(=O)N2CCN(C(=O)c3ccco3)CC2)c1
 : i, 0.2%, 5%, -3%, 0%, -2%, -4%, -2%, 0.7
O=C(c1ccc(Br)cc1)N1CCN(S(=O)(=O)c2ccccc2)CC1
 : i, 2.4%, -9%, 3%, -1%, -6%, 0%, -6%, -1.2
CN(C)S(=O)(=O)c1cccc(NC(=O)CN(CCO)CC(=O)Nc2cccc(S(=O)(=O)N(C)C)c2)c1
 : i, 0.5%, -8%, 2%, 11%, 15%, -1%, 0%, 0.7
O=C(Cc1ccccc1[N+](=O)[O-])NCCSCc1c(F)cccc1Cl
 : i, -0.2%, -2%, 0%, -3%, -10%, 1%, -9%, 1.5
N#Cc1nc(-c2ccc(OCc3ccccc3)cc2)oc1N1CCC(C(N)=O)CC1
 : i, -0.4%, 20%, -17%&4%, -27%&-15%, 0%&1%, -4%, u, -1.7
NNC(=O)CCN1CCN(C(c2ccccc2)c2ccccc2)CC1
 : i, 3.2%, 7%, 16%, -25%, 2%, -3%, u, 1.4
COc1ccc(Cc2nnc(NC(=O)Nc3ccccc3F)s2)cc1OC
 : i, -0.5%, -14%, -9%, 13%, u, 1%, u, 0.7
CCCCCC(=O)Nc1cc(S(=O)(=O)N2CCOCC2)ccc1Oc1ccc(OCC)cc1
 : i, -0.5%, 13%, -3%, -35%, 0%, 1%, -21%, -1.2
COc1ccccc1NC(=O)NNC(=O)c1ccc(-c2ccccc2)cc1
 : i, -0.1%, -6%, -1%, -1%, -11%, -9%, -11%, -2.0
O=C(CSc1nnnn1-c1cccc(C(=O)O)c1)NC(c1ccccc1)c1ccccc1
 : i, 0.5%, -14%, 1%, -2%, 5%, -5%, 16%, -0.1
CC(NC(=O)c1cc(COc2c(F)cccc2F)on1)c1cnn(-c2ccccc2)c1 (stereo not drawn)
 : i, 3.2%, 3%, 8%, -6%, u, -3%, u, 0.4
CC(=O)Nc1ccc(-c2nnc3n(Cc4ccc(C)cc4)c(=O)c4ccccc4n23)cc1
 : x, 3.1%, -16%, 5%, -17%, 6%, x, 18%, x
Cc1ccc(CSc2nc3c(c(SCC(=O)O)n2)CCCC3)cc1
 : i, 0.1%, 6%, 3%, -5%, -6%, -6%, -15%, -0.8
N#Cc1nc(N2CCCC2)nc(N2CCCC2)n1
 : i, -0.6%, -8%, -18%&-10%, -12%&-4%, 0%&-7%, 2%, 5.2µM*, -1.2
Cc1cc(C)n(-c2ccc3cccc(NS(C)(=O)=O)c3n2)n1
 : i, -0.4%, 23%, -10%, -4%, -1%, -4%, 5.2µM*, -0.7
CCc1ccc(/C=N/NC(=O)c2ccc(OC3CCCC3)cc2)s1
 : i, 0.9%, 0%, 0%, 7%, -4%, -14%, -22%, -13
CCn1nc(NS(=O)(=O)c2ccc(NC(C)=O)cc2)c2cc3cccc(C)c3nc21
 : i, 0.0%, x, 0%, -40%, -26%, 0%, 5%, -22
C=CCn1c(Br)nc2c1c(=O)[nH]c(=O)n2C
 : i, -0.5%, 0%, 5%, -3%, 3%, 0%, -5%, -1.1
Cc1nn(Cc2ccccc2)c(Cl)c1C(=O)OC1CCOC1=O (stereo not drawn)
 : i, -0.8%, 20%, -4%, 0%, 26%, -1%, -4%, 0.1
CSc1nnc(NC(=O)C23CC4CC(CC(C4)C2)C3)s1
 : i, 1.9%, 31%, 0%, 2%, -15%, 0%, -7%, -0.4
CCn1c(SCC(=O)NCC2CCCO2)nc2cc(S(=O)(=O)N3CCCCC3)ccc21 (stereo not drawn)
 : i, -0.3%, 10%, 1%, 0%, 11%, 2%, -13%, -0.5
Cc1sc(Cc2nc(O)cs2)nc1-c1ccccc1
 : i, 0.7%, -5%, 3%, 1%, 6%, 0%, 3%, 0.4
COC(=O)C1=C(C)NC(=S)NC1/C=C/c1ccccc1 (stereo not drawn)
 : i, 0.7%, 0%, 12%, 6%, 2%, 0%, -15%, -0.4
CN(CC(=O)Nc1ccc(OC(F)(F)F)cc1)C(=O)Cc1c(Cl)cccc1Cl
 : i, 2.3%, 1%, -1%, -20%, -8%, 1%, -17%, -3.7
Cc1cccc(N2CCN(C(=O)c3c(-c4ccccc4)noc3C)CC2)c1C
 : i, -0.2%, 0%, -26%, -9%, u, 0%, u, -4.6
CCOC(=O)CNC(=O)c1cc2c(=O)n3cccc(C)c3nc2s1
 : x, 3.3%, -6%, -11%, 2%, 1%, x, -11%, x
CCC(=O)Nc1ccc(CC)cc1-c1nc2ccccc2n(CC(=O)c2ccc(OC)cc2)c1=O
 : x, 0.8%, -3%, 6%, -20%, -5%, x, 13%, x
COCCNC(=O)c1cc(S(=O)(=O)N(C)C2CCCCC2)ccc1Cl
 : i, -1.8%, -3%, x, 3%, -3%, x, x, 0.6
CC(C)N(Cc1cnn(C)c1)Cc1nc(COc2ccccc2)no1
 : i, 0.3%, -6%, 6%, 16%, 9%, 0%, -7%, -2.5
COc1cc(C(=O)OCC(=O)NCC2CCCO2)cc(OC)c1OC (stereo not drawn)
 : i, 0.0%, -1%, 2%, 4%, -3%, -2%, -1%, 0.3
C[C@H]1CN([C@@H](C)CO)C(=O)CCCn2cc(nn2)CO[C@@H]1CN(C)S(=O)(=O)c1ccc(C#N)cc1
 : i, 0.2%, -8%, x, -8%, 2%, x, x, -2.7
C1=C(CCNCC2CCCCC2)CCCC1
 : i, -0.4%, 17%, 14%, 2%, 10%, 1%, 3%, -2.9
CCNC(=O)c1ccc(=O)n(Cc2ccc(Cl)cc2Cl)c1
 : i, 0.0%, u, 3%, 1%, -1%, x, -7%, 1.0
COc1ccc(OC)c(NC(=O)CC2SC(=Nc3ccc(F)cc3)N(CCC3=CCCCC3)C2=O)c1 (stereo not drawn)
 : i, 6.0%, 24%, u, 11%, -19%, -1%, u, -2.5
CCN(C(=O)COC(=O)CCc1ccccc1OC)c1c(N)n(Cc2ccccc2)c(=O)[nH]c1=O
 : i, -0.9%, -2%, -2%, -4%, 1%, -1%, -5%, 1.2
Cc1c(NC(=S)N/C(=N/S(=O)(=O)c2ccc(Cl)cc2)c2ccccc2)c(=O)n(-c2ccccc2)n1C
 : i, -0.2%, 2%, 1%, -5%, -7%, 2%, 6%, -0.6
Cc1cccc(Cc2c(C)nc3c(C(=O)NCc4ccco4)cnn3c2C)c1
 : i, 15%, -6%, u, -113%, 18µM*, -2%, 23µM*, 1.2
Cc1ccc(CNC(=O)CCc2cn(Cc3ccc(C)cc3)c3ccccc23)cc1
 : x, 3.8%, 9%, 9%, -25%, u, x, 7%, x
CCOC(=O)NC(NCCc1ccccc1)(C(F)(F)F)C(F)(F)F
 : i, -1.2%, 0%, 2%, -10%, 3%, -1%, 10%, -0.6
CC(C)NC(=O)N(C)C[C@H]1Oc2c(NC(=O)Nc3ccccc3)cccc2C(=O)N([C@H](C)CO)C[C@@H]1C
 : i, 2.8%, 0%, 0%, -7%, -18%, 0%, -1%, -1.4
CCSc1nc2sc3c(c2c(=O)[nH]1)CC(C)(C)OC3
 : i, 0.9%, 1%, -1%, -9%, 19%, -2%, -11%, -6.1
COc1cccc(C(=O)N2c3nc(-c4ccco4)nn3C3(CCCCC3)[C@@H]3CCCC[C@@H]32)c1
 : x, 5.5%, -14%, -19%, -19%, -12%, x, -13%, x
CCN(CC(=O)Nc1ccccc1C(F)(F)F)C(=O)Cc1sc(C)nc1-c1ccc(F)cc1
 : i, -0.2%, 8%, -1%, -3%, -8%, -1%, 8%, 0.5

# Assay outcomes as filed in PubChem.
